HePTP inhibitor: blocks human HePTP tyrosine phosphatase | P35236 | recombinant HePTP phosphatase activity, OD absorbance | inhibition, % at 20 µM | 110,000 compounds, 0.64% hits | AID 521; in the data active = inhibition above about 50%;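 also: plate controls were vehicle for no effect and reference inhibitor for full effect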
Target sequence (P35236 whole entry, looked up): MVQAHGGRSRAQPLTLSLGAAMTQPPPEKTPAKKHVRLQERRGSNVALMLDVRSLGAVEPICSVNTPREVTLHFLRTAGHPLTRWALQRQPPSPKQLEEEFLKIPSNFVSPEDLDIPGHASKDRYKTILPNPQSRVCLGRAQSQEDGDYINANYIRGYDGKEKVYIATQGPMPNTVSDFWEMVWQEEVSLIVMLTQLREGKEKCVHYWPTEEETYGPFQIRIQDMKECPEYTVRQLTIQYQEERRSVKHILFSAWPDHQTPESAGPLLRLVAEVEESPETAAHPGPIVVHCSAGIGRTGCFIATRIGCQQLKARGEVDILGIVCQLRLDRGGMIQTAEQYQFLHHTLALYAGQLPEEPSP
BAP1 inh: inhibitors of human BAP1 deubiquitinase. Q92560. recombinant BAP1, Ub-AMC hydrolysis fluorescence kinetic; active compounds read low. activity remaining (% of control), % at 20 µM. 72,000 compounds, 0.48% hits;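 active = activity remaining at or below 50% of control, provided the compound also passes the data quality filters; inactive = the rest, including low values that fail the filters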;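 also: 100% = DMSO wells rate and 0% = substrate alone blank rate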
Target sequence (Q92560 whole entry, looked up): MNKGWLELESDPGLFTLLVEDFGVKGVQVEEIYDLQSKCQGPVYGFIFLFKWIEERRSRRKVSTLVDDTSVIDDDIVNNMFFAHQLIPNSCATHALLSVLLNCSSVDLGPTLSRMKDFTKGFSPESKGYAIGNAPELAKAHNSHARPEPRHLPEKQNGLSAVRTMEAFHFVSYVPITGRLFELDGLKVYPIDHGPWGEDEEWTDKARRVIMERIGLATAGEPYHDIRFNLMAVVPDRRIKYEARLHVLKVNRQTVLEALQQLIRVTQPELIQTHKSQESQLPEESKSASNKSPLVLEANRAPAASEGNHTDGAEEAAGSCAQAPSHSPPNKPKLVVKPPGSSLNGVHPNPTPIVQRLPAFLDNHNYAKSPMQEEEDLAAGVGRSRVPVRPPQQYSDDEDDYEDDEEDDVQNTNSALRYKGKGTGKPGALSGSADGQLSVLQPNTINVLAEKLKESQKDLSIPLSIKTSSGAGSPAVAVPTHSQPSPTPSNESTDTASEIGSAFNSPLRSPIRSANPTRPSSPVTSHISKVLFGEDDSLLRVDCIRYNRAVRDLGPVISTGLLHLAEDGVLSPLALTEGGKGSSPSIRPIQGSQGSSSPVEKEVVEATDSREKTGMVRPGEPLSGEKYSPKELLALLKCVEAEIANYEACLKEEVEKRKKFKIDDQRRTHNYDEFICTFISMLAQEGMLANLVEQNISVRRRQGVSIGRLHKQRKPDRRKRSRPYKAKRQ
Starred values were filed as active, the others as inactive; i = inactive; / = no result given.

HePTP inhibitor	BAP1 inh	structure
-9.1	80.0	O=C(NCCC1=CCCCC1)C1CCCN(S(=O)(=O)c2ccccc2)C1 (stereo not drawn)
8.8	/	NC(=O)c1ccccc1N=Cc1ccco1
1.3	/	Oc1ccccc1C(O)(c1ccccc1)c1ccccc1
9.1	118.5	Cc1ccc(Cn2nnc(C(=O)Nc3cccc(C)c3C)c2N)cc1
5.2	111.7	COc1ccc(C(=O)CSc2nc(N)cc(=O)[nH]2)cc1
8.2	106.9	O=C(CSc1nnc2scc(-c3ccccc3)n12)NCc1ccco1
-5.0	/	COc1ccc(-c2nc3cc(N)ccc3o2)cc1OC
2.4	110.3	CC(C)CC(NC(=O)OC(C)(C)C)C(=O)NCc1ccccc1 (stereo not drawn)
2.9	109.5	O=C(Cn1cnc2ccccc2c1=O)NCCC(=O)N1CCN(Cc2ccccc2)CC1
-5.7	/	COC(=O)C1=C(C)N(c2ccc(C)cc2)/C(=C\c2ccc(OCC(N)=O)cc2)C1=O
5.0	/	CCOc1ccc(Oc2cc(NC(=O)c3ccco3)cc([N+](=O)[O-])c2)cc1
3.4	108.1	O=C(OCCN1CCCCC1)c1ccccc1Cl
-8.0	/	CCCn1c(=N)n(CC(O)c2ccc(C)cc2)c2ccccc21 (stereo not drawn)
0.5	101.0	CCCCOC(=O)C1=C(C)Nc2nnnn2C1c1ccc(OC)c(OC)c1OC (stereo not drawn)
-5.7	106.2	CCOc1ccc(N(CC(=O)N2CC=C(c3ccccc3)CC2)S(=O)(=O)c2c(C)noc2C)cc1
8.6	/	O=C(Nc1ccc(OC(F)(F)F)cc1)c1cc2ccccc2o1
8.2	104.4	Cc1ccc(S(=O)(=O)NCCN(CCNS(=O)(=O)c2ccc(C)cc2)S(C)(=O)=O)cc1
6.7	123.7	CCCCCCOc1ccc(N2C(=O)CC(N3CCN(C(=O)c4ccco4)CC3)C2=O)cc1 (stereo not drawn)
-0.9	/	Cc1ccc(Cl)cc1NC(=O)c1cnccn1
2.4	/	COc1cc(/C=C2\C(=O)N(c3ccc(S(N)(=O)=O)cc3)N=C2C)ccc1OCc1ccccc1
11.7	/	Cc1ccccc1-c1nnc(NC(=O)Nc2ccccc2)s1
5.3	112.8	Cc1cc(=O)n(C)c(=O)n1CCCNc1ccccc1
-7.5	/	COC(=O)c1c(NC(=O)c2cccc(F)c2)sc2c1CCC(C)C2 (stereo not drawn)
-0.4	62.4	COc1ccccc1NC(=O)C1=C(C)NC(SCC(=O)c2ccccc2)=C(C#N)C1c1ccco1 (stereo not drawn)
22.5	/	COc1cc(/C=C2\C(=O)N(c3ccc(S(N)(=O)=O)cc3)N=C2C)cc(Cl)c1OCc1ccccc1
5.8	i	c1ccc2c(c1)NC1(CCCCC1)n1c-2nc2ccccc21
-0.2	/	COc1ccc(NC(=O)c2ccc(CN3CCOCC3)cc2)cc1OC
5.7	/	CCOc1ccc(/C=C2/SC(=S)N(c3ccccc3OC)C2=O)cc1
7.0	/	CCOc1ccc2nc(NC(=O)C(c3ccccc3)c3ccccc3)sc2c1
0.9	113.1	CCN(CC)S(=O)(=O)c1ccc(C(=O)NCCc2cc3c(OC)ccc(OC)c3[nH]c2=O)cc1
4.1	53.6	O=C(Nc1ccccc1)c1ccc(S(=O)(=O)N(CCO)CCO)cc1
/	101.8	CCOC(=O)c1c(C)n(C)c2cc(Br)c(OC)cc12
6.0	/	CSc1nc2ccc(NC(=O)CSc3nc4ccc([N+](=O)[O-])cc4s3)cc2s1
1.7	120.2	COc1cc(OC)cc(C(=O)N2CCC(n3c(C)nc4cc(F)ccc43)CC2)c1
9.6	72.8	CCOc1ccc(N(CC(=O)Nc2ccc(C)c(C)c2)S(=O)(=O)c2c(C)noc2C)cc1
8.1	93.1	CCCCCc1nnc(NC(=O)OCCC)s1
-1.5	/	CCC(=NCc1ccco1)c1c(C(F)(F)F)[nH]n(-c2nc3ccccc3s2)c1=O
-2.3	114.9	O=C(CSc1nnnn1C1CCCC1)Nc1cccc(NC(=O)c2ccco2)c1
0.1	109.9	COc1cc(NC(=O)C2CCN(S(=O)(=O)c3cccc4nonc34)CC2)cc(OC)c1
10.0	121.3	Cc1cccc(C)c1NC(=O)CCCSc1nnnn1C
14.8	92.5	COCCn1c(Sc2nc(C)cs2)nc2c1c(=O)[nH]c(=O)n2C
7.6	/	O=[N+]([O-])c1ccc(C2Nc3ccc(I)cc3C3C=CCC32)cc1 (stereo not drawn)
8.0	113.4	Cc1nnc(SCC(=O)Nc2sccc2C(N)=O)n1Cc1ccccc1
3.7	89.0	CC(=O)Nc1ccc(S(=O)(=O)Nc2cc(C)c(-n3nc4ccccc4n3)cc2O)cc1
-2.0	140.7	COc1cc(CNc2ccc3[nH]c(=O)[nH]c3c2)ccc1OCC(=O)NC(C)(C)C

Retrieved by structure from above, 2 records:
HePTP inhibitor	BAP1 inh	structure
-7.5	/	COC(=O)c1c(NC(=O)c2cccc(F)c2)sc2c1CCC(C)C2 (stereo not drawn)
10.0	121.3	Cc1cccc(C)c1NC(=O)CCCSc1nnnn1C

The listing continues:
HePTP inhibitor	BAP1 inh	structure
0.1	/	Cc1ccc(C(=O)N(C)C2CCCCC2)cc1[N+](=O)[O-]
-2.7	102.0	CCOC(=O)N1CCC(NC(=O)c2sc(-n3cccc3)nc2C)CC1
-5.3	88.3	CCC1S/C(=C(\C#N)C(=O)NCc2ccco2)N(c2ccc(Br)cc2)C1=O (stereo not drawn)
7.9	/	O=C(NCc1ccc2c(c1)OCO2)c1ccccc1F
6.9	/	CC(=C\c1ccccc1)/C=C1/SC(=S)N(c2cccc(F)c2)C1=O
-3.6	115.8	CCOC(=O)c1[nH]c2ccc(F)cc2c1NC(=O)C(C)N1CCc2cc(OC)c(OC)cc2C1 (stereo not drawn)
2.9	/	CCCCc1nc(N2CCOCC2)c(C#N)c2c1CCCC2
-0.9	/	C=CCOc1ccc(/C=C2\C(=O)NC(=O)N(c3cc(C)cc(C)c3)C2=O)cc1
6.7	/	CC(C)C1=C2OC(N)=C(C#N)C(C#N)=C2C(C)CC1 (stereo not drawn)
4.3	/	O=C1NC(=O)N(c2cccc(F)c2)C(=O)/C1=C/c1ccc(OCc2cccc(C(=O)O)c2)cc1
7.5	/	O=C(NCc1ccccc1)c1nn2c(C(F)(F)F)cc(-c3cccs3)nc2c1Cl
8.0	85.0	CCOc1ccc(N2C(=O)c3ccccc3C2O)cc1 (stereo not drawn)
/	101.6	CC1=C(C(=O)OC(C)C)C(c2ccc(O)cc2)C2=C(CC(c3ccccc3)CC2=O)N1 (stereo not drawn)
9.8	77.2	CCCn1nnc(NC(=O)c2cc3ccccc3o2)n1
-9.4	/	COc1ccc(N2Cc3ccc(C(=O)N/N=C\c4ccc(Br)cc4)cc3C2)cc1

Ordered by value in BAP1 inh (falling): some entries from above
HePTP inhibitor	BAP1 inh	structure
-3.6	115.8	CCOC(=O)c1[nH]c2ccc(F)cc2c1NC(=O)C(C)N1CCc2cc(OC)c(OC)cc2C1 (stereo not drawn)
-2.7	102.0	CCOC(=O)N1CCC(NC(=O)c2sc(-n3cccc3)nc2C)CC1
/	101.6	CC1=C(C(=O)OC(C)C)C(c2ccc(O)cc2)C2=C(CC(c3ccccc3)CC2=O)N1 (stereo not drawn)
8.0	85.0	CCOc1ccc(N2C(=O)c3ccccc3C2O)cc1 (stereo not drawn)
9.8	77.2	CCCn1nnc(NC(=O)c2cc3ccccc3o2)n1

As entered above:
Reading of CCC1S/C(=C(\C#N)C(=O)NCc2ccco2)N(c2ccc(Br)cc2)C1=O (stereo not drawn) in BAP1 inh: 88.3
Reading of CCCn1nnc(NC(=O)c2cc3ccccc3o2)n1 in HePTP inhibitor: 9.8
Reading of CCOC(=O)N1CCC(NC(=O)c2sc(-n3cccc3)nc2C)CC1 in HePTP inhibitor: -2.7

Next section
HePTP inhibitor	BAP1 inh	structure
-5.6	109.4	Cc1ccc(S(=O)(=O)Cc2ccc(C(=O)N3CCCCCC3)o2)cc1
4.6	72.5	O=C(CN1C(=O)CC(c2ccco2)Sc2ccccc21)Nc1ccc2c(c1)OCCO2 (stereo not drawn)
12.9	105.8	O=C(NCc1cccs1)c1ccc(Cl)s1
7.9	114.8	CC1=C(C(=O)NCCN2CCN(C)CC2)C2(CCC(C)CC2)OC1=O (stereo not drawn)
6.2	63.9	Cc1ccc(C(=O)CSc2nc3ccccc3c(=O)n2N)o1
7.4	/	Cc1cccc(C(C)C)c1NC(=O)c1cccc(Br)c1
1.3	/	O=S(=O)(c1ccc(Cl)cc1)N1CCN(C/C=C/c2ccccc2)CC1
-13.4	/	CCOC(=O)c1ccc2c(c1)C1C=CCC1C(c1cccc([N+](=O)[O-])c1)N2 (stereo not drawn)
16.0	100.3	COc1ccc(C)cc1S(=O)(=O)N(C)CC(=O)Nc1ccc2c(c1)OCO2
-4.2	/	COc1ccc(S(=O)(=O)N2CCN(Cc3cccnc3)CC2)cc1
-12.4	/	O=C(Nc1cccc(Cl)c1Cl)C(c1ccccc1)c1ccccc1
1.0	/	Cc1ccc(/C=C(/C#N)C(=O)Nc2cccc(Br)c2)o1
-15.2	/	O=C(NCc1cccnc1)C(=O)Nc1ccccc1Cl
-9.5	100.6	COc1ccccc1Nc1nc(N)nc(CN2CCN(c3ccccc3F)CC2)n1
3.8	116.5	CCCCN(CC)CCNc1c(N2CCN(C(=O)OCC)CC2)c(=O)c1=O
-2.9	91.2	c1ccc(Nc2n[nH]nc2-c2ccccc2)cc1
-5.5	97.4	CCOC(=O)N1CCC(NC(=O)c2cc(-c3ccc(F)cc3)[nH]c2C)CC1
-27.6	/	COC(=O)CN(Cc1ccccc1)S(=O)(=O)c1ccccc1
0.1	/	COc1ccc(-c2cc(C(F)(F)F)n3ncc(C(N)=O)c3n2)cc1OC
7.4	/	COc1ccc(Cc2noc(COc3ccc(Cl)cc3)n2)cc1
4.0	97.0	COc1ccccc1S(=O)(=O)Cc1ccc(C(=O)NC2CCCCC2)o1
/	69.5	CCOc1ccc(NC(=O)c2ccc(C)cc2)cc1
4.1	63.7	Cc1ccc(S(=O)(=O)NC2(C(F)(F)F)C(=O)Nc3c2c(=O)n(C)c(=O)n3C)cc1 (stereo not drawn)
5.8	102.9	CC1(C)CC(=O)C=C(NCc2ccco2)C1
-4.2	/	COc1ccccc1/C=C(\C#N)C(N)=O
-2.3	101.9	Cc1ccc2c(c1)N(CCC(=O)NCc1ccccn1)C(=O)CO2
8.9	/	N#Cc1c2c(c(NCCCN3CCOCC3)n3c1nc1ccccc13)CCC2
13.2	102.9	CC(=O)Nc1nc2c(ncn2COCCOC(C)=O)c(=O)[nH]1
9.9	/	CCOC(=O)C1=C(C(=O)OCC)SC(=C2C(=S)C(C)(C)N(C(=O)CN3C(=O)CCC3=O)c3ccc(C)cc32)S1
-1.0	114.4	CCc1nnc(SCc2ccc(C(=O)OC)o2)n1N
3.9	115.0	Cc1ccc(Cn2ccc(NC(=O)c3noc4c3CCCC4)n2)cc1
8.6	89.3	O=C(Nc1ccc(NC(=O)C2CCCCC2)cn1)c1ccco1
5.2	91.5	NC(=O)c1nsc(C(=O)N(CCc2ccccc2)C(C(=O)NC2CCCC2)c2ccco2)c1N (stereo not drawn)
-9.9	100.9	CC1COC(c2cccn2Cc2ccccc2Cl)=N1 (stereo not drawn)
10.5	92.7	COCCCn1c(C2CCCCC2)nc2oc3cc(OC)ccc3c(=O)c2c1=O
-2.1	91.8	COc1cccc(C2C(C(N)=O)=C(C)Nc3nc(-c4cccc(Cl)c4)nn32)c1 (stereo not drawn)
4.2	/	COc1ccc(C2CC(=O)C3=C(C2)Nc2ccccc2NC3c2cccc(OC)c2OC)cc1OC (stereo not drawn)
4.6	/	Cc1ccc(C(C)NC(=O)c2ccco2)cc1C (stereo not drawn)
-7.4	/	Nc1cc(S(=O)(=O)O)cc2cccc(S(=O)(=O)O)c12
15.1	/	C=CCOc1c(Cl)cc(/C=C2\C(=O)NN(c3ccc(Cl)c(Cl)c3)C2=O)cc1OC
5.7	/	CN(C)c1ccc(/C=N/N2C(=O)C3C(C2=O)C2C=CC3C23CC3)cc1Br (stereo not drawn)
/	111.0	O=C(Cn1nnc2ccccc21)c1ccccc1
7.7	/	O=C(COc1ccc2c3c(c(=O)oc2c1)CCC3)c1ccc(-c2ccccc2)cc1
-15.0	/	O=C(Nc1ccccc1O)c1ccc2c(c1)C(=O)N(c1cccc(C(=O)c3ccccc3)c1)C2=O
1.7	/	Cc1ccccc1NC(=O)c1c(NC(=O)Cc2ccccc2)sc2c1CCCC2
-2.6	113.0	Fc1cccc2sc(Nc3nnc(-c4ccco4)o3)nc12
-14.1	109.6	Cc1ccc(C)c(N2CCN(C(=O)CCNC(=O)Cn3ccc4ccccc4c3=O)CC2)c1
-3.2	/	CSc1nnc2c(n1)OC(c1cccc([N+](=O)[O-])c1)Nc1ccccc1-2 (stereo not drawn)
-0.3	101.5	CCC(C)NC(=O)C1CCN(S(=O)(=O)c2cccnc2)CC1 (stereo not drawn)
-15.8	/	Cn1cc(C(=O)N/N=C/c2ccc(Br)cc2)ccc1=O
5.5	/	COc1cccc(C2NC(=S)NC(C)=C2C(=O)Nc2cccc(Cl)c2)c1 (stereo not drawn)
3.0	83.9	O=c1c(-c2ccc(Cl)cc2)[n+]([O-])c2ccccc2n1O
3.0	/	CC(=O)c1ccc(NC2=NC(C)(C)Cc3ccccc32)cc1
11.0	/	Cc1cc(NC(=O)CSc2ncnc3sc4c(c23)CCC(C)C4)no1 (stereo not drawn)
7.0	78.7	CCSc1nnc(NC(=O)c2cc(C)oc2C)s1
-4.7	92.7	O=C(Cn1cc2c(n1)CCCC2)Nc1ccccc1Cl
-1.4	/	CCN1C(=O)/C(=C\c2cccc(OCCOc3cccc(OC)c3)c2)SC1=S
-7.3	/	CCC(Oc1ccccc1)C(=O)N1CCN(C)CC1 (stereo not drawn)
2.3	62.6	COc1cccc(C2C(C#N)=C(N)Oc3cc(C)[nH]c(=O)c32)c1OC (stereo not drawn)
2.8	89.7	C=CCn1c(Cc2cccs2)nnc1SCC(=O)Nc1ccc(C(=O)OCC)cc1
-9.3	/	CC(=O)C(Sc1ccc([N+](=O)[O-])cc1)C(C)=O
/	68.9	ClCCOc1ccc(Br)cc1OCCCl
-0.3	58.3	O=C(COc1ccccc1)NCC(c1cccs1)N1CCOCC1 (stereo not drawn)

An unsorted share of the library, and some 0.7% of all compounds hit somewhere here.
